# m5-HT2A agonist – activates the mouse 5-HT2A serotonin receptor; CHO-K1 mHTR2A beta-arrestin complementation, luminescence; percent of 30 µM serotonin response; activation, % at 7.6 µM; actives 0.66% (n = 360,000); AID 624169;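 active = activation above a run cutoff, the mean activation of all tested compounds plus 3 SD, cut at about 14% in these data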;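 note: 0% = plate median of compound wells and 100% = 30 µM serotonin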
# MC4R antag cAMP – human MC4R antagonism in cAMP assay; P32245; MC4R-expressing cells, MTII-stimulated cAMP, LANCE TR-FRET; inhibition, % at 6.5 µM; actives 0.48% (n = 360,000); AID 540295;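 active = inhibition above its plate's cutoff, the mean of tested wells on that plate plus 3 SD, cut at about 29% in these data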;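 note: 0% = Melanotan II alone and 100% = Melanotan II plus saturating MCL0020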
#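 System: U2OS cells stably expressing human melanocortin 4 receptor (MC4R). Reagent: Melanotan II challenge after compound preincubation. Doses: 6.5 µM. Times: 30-min compound, 1-h challenge, 1-h detection, room temperature. Measured by: TR-FRET with Eu-cAMP and labeled anti-cAMP, 671 nm. Replicates: singlicate.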
# H9c2 protect – modulators protecting cardiomyocytes from myocardial damage; actives 0.63% (n = 360,000); protection from H2O2 cell death, % at 20 µM; AID 588492; H9c2 cardiomyocytes, H2O2 injury protection, ATPLite, 2 h;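 active = compounds giving at least 50% protection of heart cells from peroxide-induced death in the single-dose screen, raw or plate-pattern-corrected value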;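 note: 0% = DMSO wells with peroxide and 100% = DMSO wells without peroxide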
# ABCB6 inh 2 – blocks the human ABCB6 transporter. fluorescence ratio to DMSO, % at 10 µM. AID 602162. actives 0.19% (n = 360,000). K562-ABCB6 porphyrin accumulation, flow cytometry, 1 h; hits give low values. Q9NP58;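 active = fluorescence ratio to DMSO below 75%, the collection mean minus 3 SD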;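 note: signal is porphyrin accumulated inside mitochondria; 100% equals median channel fluorescence of DMSO control wells; lower ratio means ABCB6 inhibition with less porphyrin fluorescence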
# N-glyco inh – blocks N-linked glycosylation in D54 reporter cells; D54 ERlucT glycosylation luciferase reporter, 24 h; percent of 100 nM tunicamycin response; reporter increase, % at 12.5 µM; actives 0.23% (n = 360,000);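 active = mean luciferase reporter signal, scaled so untreated is 0 and the glycosylation-blocking control 100, at or above a set limit in every replicate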;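 note: luciferase carries N-glycosylation sites so blocking glycosylation raises the light; 0% = median of neutral control wells and 100% = median of 100 nM tunicamycin wells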
# TLR9-MyD88 inh – TLR9-MyD88 interaction inhibition | inhibition, % at 4.98 µM | CHO BLA complementation TLR9-MyD88, CCF4 FRET ratio | actives 0.21% (n = 340,000) | Q9NR96+Q99836 | AID 504734;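 active = inhibition above the mean over all tested compounds plus 3 SD, cut at about 21% in these data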;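 note: 0% = DMSO only wells and 100% = clavulanate BLA inhibitor control wells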
# NCOA2 inhibitor – human SRC2 (NCOA2) inhibition | AID 651957 | inhibition, % at 9 µM | HEK293 GAL4-SRC2 luciferase reporter, luminescence | actives 0.17% (n = 370,000) | Q15596;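 active = inhibition above the mean inhibition of all tested compounds plus 3 SD, set per campaign, cut at about 52% in these data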;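 note: 0% = DMSO treated cells and 100% = cells given Gossypol at 36 µM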
# ABHD5-PLIN5 inh – ABHD5-PLIN5 protein interaction inhibition; Split G. princeps luciferase complementation, luminescence, 4 h; actives 0.78% (n = 360,000); AID 602281; inhibition, % at 4 µM; Q00G26+Q8WTS1;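 active = inhibition above the mean inhibition across every tested compound plus 3 SD, cut at about 22% in these data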;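 note: 0% = DMSO only wells and the 100% control is not disclosed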
# MC4R ag barr – human MC4R agonism via beta-arrestin; U2OS MC4R beta-arrestin complementation, luminescence; percent of melanotan II response, DMSO zero; activation, % at 8.9 µM; actives 0.98% (n = 360,000); AID 540308;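 active = activation above a per-plate cutoff, the mean activation of sample wells on that plate plus 3 SD, cut at about 8% in these data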
# NOD2 RIPK2 PPI – blocks binding of human NOD2 to RIPK2. AID 624267. inhibition, % at 4.98 µM. actives 0.38% (n = 360,000). O43353. CHO BLA complementation NOD2-RIPK2, CCF4 ratio; in the data active = inhibition above about 21%;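 note: 0% = vehicle only and 100% = reference blocker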
# * = called active by the depositor; . = no result given. Not all compounds are listed; the hit share may differ from the screen's.
SMILES,m5-HT2A agonist,MC4R antag cAMP,H9c2 protect,ABCB6 inh 2,N-glyco inh,TLR9-MyD88 inh,NCOA2 inhibitor,ABHD5-PLIN5 inh,MC4R ag barr,NOD2 RIPK2 PPI
CC1=C(C(=O)OCC(C)C)C(c2ccsc2)NC(=O)N1 (configuration not stated),4.6,3.2,2.3,94.0,0.1,-2.1,0.5,1.4,-2.2,-5.3
CCCn1cc(S(=O)(=O)c2ccc(C)cc2)c(=O)c2cc(OCC)ccc21,1.3,-1.1,0.6,98.0,1.6,1.6,-16.2,4.6,-0.8,-16.0
COc1ccc(-c2sc3cc(OC)c(OC)cc3c2-c2ccc(O)cc2)cc1,3.2,8.8,-11.6,100.0,2.9,9.8,21.8,1.2,3.6,2.3
O=C(O)c1cccnc1SC1CC(=O)N(Cc2ccccc2)C1=O (configuration not stated),-0.7,12.4,3.4,93.0,1.7,-4.9,-31.8,4.9,-0.6,-2.4
CCN(C(=O)CSc1nc2cc(Cl)ccc2c(=O)n1CC(C)C)C1CCS(=O)(=O)C1 (configuration not stated),8.0,3.8,-3.0,103.0,0.0,-6.0,-21.5,-0.8,-2.2,1.5
O=C(CCN1C(=O)/C(=C/c2ccc(F)cc2)SC1=S)Nc1cc([N+](=O)[O-])ccc1O,7.4,-0.5,-15.7,98.0,0.5,12.9,-6.0,-3.2,-1.8,-5.0
Cc1c(C(=O)N(C)C(C)c2ccccn2)oc2c(F)cccc12 (configuration not stated),-4.9,1.1,1.6,94.0,-2.4,2.7,-15.2,0.9,-4.7,2.7
C=CCOc1ccc(CNc2ccc3[nH]c(=O)[nH]c3c2)cc1OC,-5.0,-5.2,0.6,98.0,0.6,-0.6,-16.6,9.3,2.9,-4.7
COc1cccc(-c2c(-c3cc(OC)cc(OC)c3)n(C)c3ccc(-c4ccc5[nH]ccc5c4)cc23)c1,8.0,12.6,-5.9,100.0,-0.7,-0.7,-16.5,-3.4,3.4,-5.3
CN(C)S(=O)(=O)c1cccc(COc2ccccc2C(=O)Nc2ccccc2)c1,-0.6,-0.9,8.1,91.0,-0.8,-3.8,11.8,3.9,-1.0,-2.5
N/C(=N/O)c1nc(N2CCCC2)nc(N2CCCC2)n1,7.3,-3.1,-4.6,97.0,-2.3,-8.2,2.6,-1.1,1.7,-7.2
N#Cc1ccc(NC(=O)COC(=O)C2Cc3ccccc3CN2C(=O)c2ccccc2)cc1 (configuration not stated),-1.8,4.1,6.2,94.0,-0.1,-13.3,-15.2,-2.9,-1.7,-10.2
CCSc1nnc(-c2c[nH]c3ccccc23)o1,1.7,3.2,-8.0,96.0,0.6,-3.7,.,98.4*,-1.1,5.2
Cc1cc(NC(=O)c2cc(-c3ccc(OC(C)C)cc3)nc3ccccc23)no1,2.3,13.9,-1.1,104.0,-0.8,3.3,-29.6,-7.8,0.3,-4.8
Cc1cccc(C)c1Nc1nnc(SCC(=O)NC(=O)c2cccn2C)s1,7.8,-3.6,-11.1,98.0,4.3,-0.6,2.8,6.1,4.5,0.6
NS(=O)(=O)c1ccc(CCNC(=O)COC(=O)/C=C/c2ccc(OC(F)F)cc2)cc1,-1.0,17.1,-9.5,94.0,-1.1,0.7,5.2,-6.3,-2.9,-10.9
Cc1nn(C)c(C(=O)N/N=C/c2ccc(-c3ccccc3)cc2)c1Cl,-12.9,-4.5,-7.5,90.0,1.1,-12.3,-8.4,-3.9,3.0,1.1
Cc1ccc(NC(=O)C2CCCN2C(=O)OCc2ccccc2)cc1F (configuration not stated),14.7*,6.5,-4.1,108.0,-2.0,-12.0,21.8,-6.1,-3.3,5.3
CCC(=O)Nc1sc2c(c1C(N)=O)CCN(C(C)=O)C2,-3.7,1.2,-4.6,98.0,3.2,-4.5,15.4,4.1,-0.5,8.8
N#CC1=C(N)Oc2n[nH]c(-c3cccs3)c2C1c1cccnc1 (configuration not stated),-0.6,-2.7,15.9,98.0,-0.6,-7.5,0.7,-10.7,-0.2,-16.1
CC(C)(C)NC(=O)Cn1c(=O)n(CC(=O)NC(C)(C)C)c2ccccc21,0.8,-8.7,0.9,101.0,2.8,-1.0,2.0,0.1,-2.5,-0.9
CN(CC(=O)Nc1ccccc1Cl)C(=O)COC(=O)C1CC1,-4.3,-1.4,-2.2,95.0,-1.5,-0.1,17.0,5.3,0.3,2.0
COc1cc(/C=C/CN2CCN(Cc3ccc(C)o3)C(CCO)C2)ccc1O (configuration not stated),2.1,0.7,8.5,100.0,-0.3,-7.8,-0.2,10.3,-2.1,-5.4
Cc1cc(NC(=O)CCC(=O)N(Cc2ccco2)C(C)(C)C(=O)NC2CCCCC2)no1,3.7,-1.7,1.4,88.0,-0.5,1.5,-25.2,8.5,-0.9,-2.6
C=CCn1c(COc2ccccc2)nnc1SCC(=O)Nc1ccc2c(c1)OCCO2,-6.1,4.9,-9.9,91.0,-0.3,0.1,-23.7,15.4,0.9,-3.3
# Continued:
SMILES,m5-HT2A agonist,MC4R antag cAMP,H9c2 protect,ABCB6 inh 2,N-glyco inh,TLR9-MyD88 inh,NCOA2 inhibitor,ABHD5-PLIN5 inh,MC4R ag barr,NOD2 RIPK2 PPI
Cc1cc2nc(C)c3c(n2n1)CCC3,7.7,-5.5,14.7,98.0,-4.3,-3.9,-11.3,7.7,-0.1,-10.4
COc1ccc(Oc2ccc(NC(=O)c3ccccc3C)cc2)cc1,-0.5,-1.3,-5.7,96.0,-4.3,1.3,20.2,-5.5,-1.3,-9.7
CCOc1ccc(N2CC(C(=O)Nc3ccc(S(=O)(=O)N4CCCC4)cc3)CC2=O)cc1 (configuration not stated),-5.6,13.2,-4.5,99.0,1.6,-8.8,10.6,-3.2,-2.7,-1.3
COC(=O)[C@@]1(Sc2ccc(C)cc2)CC(=O)N[C@@H]1c1ccco1,-1.4,.,.,104.0,.,.,14.7,-2.5,.,-10.5
O=C(Nc1ccccc1)c1ccccc1O,-4.1,1.5,-6.8,94.0,-0.7,-0.4,-53.0,0.8,-0.9,-11.1
CC(Oc1ccc(Br)cc1)C(=O)NC1CCN(Cc2ccccc2)CC1 (configuration not stated),-15.6,9.4,-1.9,95.0,-6.0,-1.5,-8.8,0.1,-2.3,8.9
c1ccc(-n2cnnc2SCc2cn3cccnc3n2)cc1,0.1,2.0,-7.0,101.0,1.2,-3.4,-8.2,3.8,-0.5,2.9
CC(C)C1CC(CCNCc2ccc3c(c2)OCO3)(c2ccccc2)CCO1 (configuration not stated),3.6,33.5*,-5.4,94.0,-1.6,6.8,13.2,5.6,2.6,9.5
CC(C)(C)[C@@H]1COC(=O)[C@H](Cc2ccc(F)cc2)C/C=C\C[C@H](CC(=O)N(CCO)Cc2ccccc2)C(=O)N1,2.2,7.7,4.2,97.0,-0.5,-3.0,13.3,-6.5,-1.4,6.3
C[C@H](CO)N1C[C@H](C)[C@@H](CN(C)S(=O)(=O)c2ccccc2C#N)OCc2cnnn2CCCC1=O,-1.6,13.9,-2.7,98.0,2.7,3.6,10.0,-4.2,-1.4,-1.9
O=C(c1ccco1)n1nc(-c2cccnc2)nc1NCc1ccco1,2.0,5.0,11.6,105.0,0.0,3.0,-3.2,1.3,-1.6,3.8
CN(C)c1ccc(/C=C(/NC(=O)c2ccccc2)C(=O)N2CCCC2)cc1,7.1,5.6,-1.6,99.0,1.0,7.5,18.9,-1.6,-2.9,-6.4
O=C(CCn1c(=S)oc2ccccc21)NCCC1=CCCCC1,9.1,-6.0,2.3,94.0,-0.6,-4.7,22.4,-0.4,-1.4,-8.4
COc1ccc(C2CC(c3cccc(OC)c3OC)n3nnnc3N2)cc1 (configuration not stated),3.0,-1.0,0.7,93.0,0.4,3.1,0.6,1.5,-1.6,4.0
COc1ccccc1C(=O)NNC(=O)C(=O)NC1CCCCC1,2.8,-1.7,5.2,96.0,0.4,-2.4,-16.2,7.5,1.2,-13.2
N[C@@]12CCc3nonc3[C@]1(O)CC(c1ccccc1)=[N+]2[O-],1.1,5.4,1.0,98.0,0.0,-2.8,-24.1,2.4,0.1,-6.3
O=C(CCl)NC(=O)NC12CC3CC(CC(C3)C1)C2,2.5,28.4,-6.0,105.0,1.8,-17.4,12.0,8.1,-1.6,4.8
CCCC(=O)n1nc(-c2cccnc2)nc1NCc1cccs1,2.3,13.2,0.9,97.0,-0.3,7.9,19.8,-7.0,-0.3,-2.0
c1ccc(CN2c3ccccc3-c3nc4ccccc4n3C2c2ccccn2)cc1 (configuration not stated),-3.0,11.6,-10.8,83.0,-2.6,6.9,4.2,-5.2,-0.7,4.7
CCOc1cc(Br)ccc1S(=O)(=O)N1CCC(C(N)=O)CC1,0.6,4.8,0.8,100.0,0.8,7.9,-0.8,-5.1,-1.7,10.3
COc1ccc(COCC(O)CN2CCN(S(=O)(=O)c3ccc(C(C)C)cc3)CC2)cc1 (configuration not stated),-1.7,-0.3,-16.8,94.0,-3.0,-4.0,3.2,-11.0,0.2,-0.5
COc1cc(/C=C2\C(=O)N(c3ccc(NC(C)=O)cc3)N=C2c2ccccc2)ccc1O,-1.1,7.6,-8.0,91.0,-1.6,-1.2,-7.2,-29.6,-3.0,0.7
COc1cccc(CNC(=O)c2ccc(F)c(S(=O)(=O)N3CCCCC3)c2)c1,-2.9,3.9,-2.8,93.0,-2.6,12.1,-13.3,1.5,-0.3,-5.3
CSc1ccccc1C(=O)NCc1ccc2c(c1)OCO2,-2.6,15.4,3.0,100.0,0.8,-3.7,-3.6,3.5,-1.7,-8.8
CCC(=O)N/N=c1/sc2ccccc2n1C,-0.6,20.2,-2.4,101.0,0.1,-1.7,-21.0,-4.9,-2.0,-9.0
O=S(=O)(Nc1ccc(-n2cnnn2)cc1)c1cccc(Cl)c1,0.5,4.7,2.3,101.0,2.5,-9.7,9.7,-2.8,-3.4,1.4
C=CCc1ccc(OCCCCN2CC(C)CC(C)C2)c(OC)c1 (configuration not stated),-3.9,16.7,1.8,99.0,-0.5,-5.2,5.3,2.1,0.1,-6.8

# Fetched by compound from above (four):
SMILES,m5-HT2A agonist,MC4R antag cAMP,H9c2 protect,ABCB6 inh 2,N-glyco inh,TLR9-MyD88 inh,NCOA2 inhibitor,ABHD5-PLIN5 inh,MC4R ag barr,NOD2 RIPK2 PPI
C=CCc1ccc(OCCCCN2CC(C)CC(C)C2)c(OC)c1 (configuration not stated),-3.9,16.7,1.8,99.0,-0.5,-5.2,5.3,2.1,0.1,-6.8
COc1cccc(CNC(=O)c2ccc(F)c(S(=O)(=O)N3CCCCC3)c2)c1,-2.9,3.9,-2.8,93.0,-2.6,12.1,-13.3,1.5,-0.3,-5.3
N[C@@]12CCc3nonc3[C@]1(O)CC(c1ccccc1)=[N+]2[O-],1.1,5.4,1.0,98.0,0.0,-2.8,-24.1,2.4,0.1,-6.3
CCOc1ccc(N2CC(C(=O)Nc3ccc(S(=O)(=O)N4CCCC4)cc3)CC2=O)cc1 (configuration not stated),-5.6,13.2,-4.5,99.0,1.6,-8.8,10.6,-3.2,-2.7,-1.3

# Screening data from PubChem.
